FECH inh: inhibitors of human ferrochelatase; P22830; purified FECH, Ni-mesoporphyrin absorbance 550 nm; calls only at 10 µM (by protocol); actives 3.3% (n = 20,000); AID 1671448;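 active = enzyme reaction rate more than 3 SD below the solvent-only control wells on the same plate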;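 note: lower slope than DMSO wells means FECH inhibition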
Target sequence (P22830 whole entry, looked up): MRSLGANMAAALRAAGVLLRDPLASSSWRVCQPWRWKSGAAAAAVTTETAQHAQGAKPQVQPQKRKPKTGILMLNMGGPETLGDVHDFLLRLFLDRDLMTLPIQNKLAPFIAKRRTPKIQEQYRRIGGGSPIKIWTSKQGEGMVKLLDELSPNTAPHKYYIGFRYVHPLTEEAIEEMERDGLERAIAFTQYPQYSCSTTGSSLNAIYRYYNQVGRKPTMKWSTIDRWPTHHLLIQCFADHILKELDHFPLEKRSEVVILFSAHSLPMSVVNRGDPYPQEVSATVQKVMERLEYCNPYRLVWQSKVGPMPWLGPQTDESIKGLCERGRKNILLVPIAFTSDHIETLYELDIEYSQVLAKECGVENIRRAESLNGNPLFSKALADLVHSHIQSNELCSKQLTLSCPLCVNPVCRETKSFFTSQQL
Calls only; i = inactive; + = active, no number. A portion of the library (hit frequency here may not be typical).

SMILES | FECH inh
O=C(CCCN1CCC2(CC1)c1ccccc1CC2O)c1ccc(F)cc1 (stereo not given) | i
Cc1ccc(NC(=O)Nc2ccccc2Sc2c(C)c(C)nc3nc(-c4ccccc4)nn23)cc1F | i
CCC1C=CCN1C(=O)c1ccc(-n2cnnc2)cc1 (stereo not given) | i
O=S1(=O)CCC(CNc2nc(-c3ccncc3)nc3c2CNC3)C1 (stereo not given) | i
CCN(CCOC)c1cc(C2CCNCC2)ncn1 | i
O=C1C2CC=CCC2C(=O)N1c1nc2n(n1)C(c1ccccc1)C=C(c1ccc(Cl)cc1)N2 (stereo not given) | i
CCCC(=O)NC1CC(=O)N(c2cccc(OC)c2)C1 (stereo not given) | i
COc1c(F)cccc1C(=O)N(C)Cc1cccc2ncccc12 | i
CCOc1cc([C@H]2N[C@](CO)(c3ccccc3)[C@H]3CN(C)C[C@@H]23)ccc1O | i
CC(C)c1cc(Nc2ccc(Cl)cc2)n2nc(-c3cccnc3)nc2n1 | i

Entries listed so far containing sulfur (2):
SMILES | FECH inh
Cc1ccc(NC(=O)Nc2ccccc2Sc2c(C)c(C)nc3nc(-c4ccccc4)nn23)cc1F | i
O=S1(=O)CCC(CNc2nc(-c3ccncc3)nc3c2CNC3)C1 (stereo not given) | i

(continued)
SMILES | FECH inh
Cc1cc(C)n(C2CCN(C(=O)c3cccc(-n4cccn4)c3)C2)n1 (stereo not given) | i
Cc1ccc(OCc2cc(=O)n3oc(C)cc3n2)c(NC(=O)c2ccccc2Br)c1 | i
CN(C)CCn1c(=O)c2cnc(-c3cccs3)nc2n(C)c1=O | i
CCc1cccc(NC(=O)CN2CCCN(Cc3cccc(F)c3)S2(=O)=O)c1 | i
CN1CCN2CCN(C(=O)CCOc3ccccc3)CC2C1=O (stereo not given) | i
COc1ccc(-c2cc(N3CCN(C(=O)Nc4ccc(C)cc4C)CC3)ncn2)cc1 | i
COc1ccc(Cn2c(CNC(=O)c3cc(OC)c(OC)c(OC)c3)nc3cccnc32)cc1 | i
O=C(c1cc(-c2ccccc2)n[nH]1)N(Cc1nccs1)C1CC1 | i
CC1=NOC(C)(CNC(=O)CCc2n[nH]c3c2CCCC3)C1 (stereo not given) | i
COc1ccc(OCC(=O)Nc2cc(N3CCCS3(=O)=O)ccc2OC)cc1 | i

Quoted from the results shown for reference:
SMILES | FECH inh
CCc1cccc(NC(=O)CN2CCCN(Cc3cccc(F)c3)S2(=O)=O)c1 | i
CN1CCN2CCN(C(=O)CCOc3ccccc3)CC2C1=O (stereo not given) | i
COc1ccc(-c2cc(N3CCN(C(=O)Nc4ccc(C)cc4C)CC3)ncn2)cc1 | i
COc1ccc(Cn2c(CNC(=O)c3cc(OC)c(OC)c(OC)c3)nc3cccnc32)cc1 | i
O=C(c1cc(-c2ccccc2)n[nH]1)N(Cc1nccs1)C1CC1 | i
CC1=NOC(C)(CNC(=O)CCc2n[nH]c3c2CCCC3)C1 (stereo not given) | i
COc1ccc(OCC(=O)Nc2cc(N3CCCS3(=O)=O)ccc2OC)cc1 | i

New compounds follow.
SMILES | FECH inh
Cc1c(C(=O)N2CCN(C)C3(CCN(C)CC3)C2)sc2ccccc12 | i
Cn1ncc(CN2CCN(c3ncnc4ccccc34)CC2)c1C1CC1 | i
CCOc1c(Nc2ccc(C)cc2Cl)c(=O)c1=O | i
Cc1ccc(CNC(=O)CN2CCCN(Cc3ccccc3)S2(=O)=O)cc1 | i
CCN1CCN(CCNC(=O)c2cccn2-c2nnc(N3CCCCC3)s2)CC1 | i
CCN1CCC[C@@H]1Cn1ccnc1-c1ccc(OC)c(OC)c1 | i
COc1ccc(NC(=O)c2ccncc2Cl)cc1NC(=O)c1ccccc1 | i
CC1CNC(=O)CCN1Cc1cn[nH]c1-c1ccc(F)cc1 (stereo not given) | i
CCOc1ccccc1CCNC(=O)c1cc2n(n1)CCN(C)C2 | i
CCOC(=O)N1CCC(NC(c2cccnc2)c2ccc(C)c(C)c2)CC1 (stereo not given) | i
COc1ccccc1CN1C[C@@H](C(=O)O)C[C@@H](C(=O)NCc2cccnc2)C1 | i
O=S(=O)(NCc1ccccc1)NCc1csc(N2CCCC2)n1 | i
Cc1ccccc1-c1cn[nH]c1C1CCN(C(=O)c2c[nH]c(=O)[nH]2)CC1 | i
CCN(CCO)c1nc(Nc2ccc(C)cc2)c2cnn(-c3ccccc3)c2n1 | i
CNC(=O)Cc1ccc(-c2ccc(F)c(CO)c2)cc1 | i
Cc1ccc(C)c(N2CCN(CCCNC(=O)c3nc4ccccc4n(C)c3=O)CC2)c1 | i
COc1ccnc(CN2CCCC(C(=O)c3cc(C)c(OC)c(C)c3)C2)c1OC (stereo not given) | i
O=C(c1ccco1)N1CCOc2c(O)cc(-c3nc4ccccc4s3)cc2C1 | i
Cc1cc(NC(=O)c2ccccc2C)n(-c2ncnc3c2cnn3-c2ccc(F)cc2)n1 | i
CCOC(=O)c1c(NC(=O)c2ccco2)sc2c1CCN(C(C)C)C2 | i
Cc1ccc(CN2c3ccccc3-c3nc(SCC(=O)Nc4cc(Cl)ccc4C)ncc3S2(=O)=O)cc1 | i
O=c1n(CCOc2ccccc2)nc(C2CCNCC2)n1-c1ccccc1 | i
CCC(=O)Nc1ccc(S(=O)(=O)NCc2nc3cccnc3n2C2CCCCC2)cc1 | i
Cc1nc(=O)[nH]c(C)c1CCC(=O)NC(C)c1cnn(C)c1 (stereo not given) | i
Cc1nc2c(c(N(C)Cc3cc(C4CC4)n[nH]3)n1)CCNC2 | i
O=C(N1CC(c2ccccn2)C1)C1(c2ccccc2)CC12CCCC2 (stereo not given) | i
CSc1cccc(NC(=O)C2CCN(c3ncnc4c3nc3n4CCCCC3)CC2)c1 | i
CCc1cc(Sc2ccccc2NC(=O)Cc2cccc(OC)c2)n2nc(C)nc2n1 | i
CCOc1ccc(Nc2nc(NCCC3=CCCCC3)nc3c2cnn3-c2ccccc2)cc1 | i
CCOc1ccc(-c2nc(SCC(=O)NCCCc3ccccc3)n3[nH]c(=O)cc3n2)cc1 | i
Cc1ccccc1C1CCCN1C(=O)c1cc(Cn2ccc3ccccc32)[nH]n1 (stereo not given) | i
Cc1ccc(C)c(NC(=O)c2ccc(=O)n(Cc3ccc(F)cc3)c2)c1 | i
Fc1ccccc1CCn1ccnc1-c1cnc(N2CCCC2)nc1 | i
Cc1cccc(C)c1OCCCN(C)C(=O)c1ccc(-n2cnnn2)cc1 | i
Cc1cc(C)n(C2CCN(C(=O)c3cnn4ccn(C)c34)C2)n1 (stereo not given) | i
Cn1ccc2c(-c3nccc(N4CCCC(O)C4)n3)ccnc21 (stereo not given) | i
CO[C@@H]1c2ccccc2C2(CCN(CCCOc3ccccc3)CC2)[C@H]1O | i
CCOC(=O)c1[nH]c(=O)[nH]c1CN1CCC2(CCN(C)CC2)C1 | i
CC(NC(=O)c1ccc(N)nc1)c1ccccc1Cl (stereo not given) | i
CCN(CC)C(=O)Cn1cc(-c2nc(-c3ccccc3C)no2)nn1 | i
CCc1c(C)nc2ncnn2c1Sc1ccccc1NC(=O)Nc1ccccc1 | i
Cc1ccc(NS(=O)(=O)c2ccc3c(c2)CCN3C(=O)CCC(=O)N2CCOCC2)cc1F | i
c1ccc(-c2nccn2CC2CCN(C3CCCC3)CC2)nc1 | i
CCc1cn[nH]c1C1CCN(CC(=O)O)CC1 | i
O=C(CN1CCOc2ccccc2C1)NCc1nnc2n1CCC2 | i
Cc1cc(C)cc(CSCC(=O)N2CCCC(N(C)C)CC2)c1 (stereo not given) | i
CN(Cc1noc(C2CCC2)n1)Cc1ncccc1C(=O)O | i
COCCn1c(CNS(=O)(=O)c2ccc(CC(C)C)cc2)nc2cccnc21 | +
CCc1ccc(C(=O)NCC2CCN(Cc3cnn(C)c3)C2)cc1 (stereo not given) | i
O=C(NC1CC1)C1CCCN(C2CCN(C(=O)CCc3cnccn3)CC2)C1 (stereo not given) | i

Some of the entries above in another layout.
c1ccc(-c2nccn2CC2CCN(C3CCCC3)CC2)nc1
  FECH inh: i

CCc1c(C)nc2ncnn2c1Sc1ccccc1NC(=O)Nc1ccccc1
  FECH inh: i

O=C(NC1CC1)C1CCCN(C2CCN(C(=O)CCc3cnccn3)CC2)C1 (stereo not given)
  FECH inh: i

CN(Cc1noc(C2CCC2)n1)Cc1ncccc1C(=O)O
  FECH inh: i

Next records:
SMILES | FECH inh
CCC(=O)Nc1nc2n(n1)C(c1ccc(Cl)cc1)C=C(c1ccccc1)N2 (stereo not given) | i
CCc1c(C)nc2ncnn2c1Sc1ccc(NC(=O)Nc2cc(Cl)c(OC)cc2OC)cc1 | i
COc1ccc(F)c(-c2nc(CN(C)Cc3cnc(N)nc3)c(C)o2)c1 | i
FC(F)(F)CCc1ccnc(NCc2cc(-c3ccco3)on2)n1 | i
CC(C)c1nccn1C(C)C(=O)N(C)Cc1n[nH]c2c1CCCCC2 (stereo not given) | i
CCCS(=O)(=O)N1CCc2c(nc(-c3ccncc3)nc2N(C)C)C1 | i
CC(C)n1cc(CN(Cc2ccc(F)cc2)CC2CCCO2)cn1 (stereo not given) | i
O=C(C1CCCN(c2ncnc3c2nc2n3CCCCC2)C1)N1CCCc2ccccc21 (stereo not given) | i
Cc1cc2c(cc1S(=O)(=O)N1CCCC1C(=O)NC1CCCC1)OCC(=O)N2 (stereo not given) | i
CC(C)CN(Cc1ccsc1)C(=O)c1coc(CN2CCOCC2)c1 | i
CC(C)C1=NOC(c2nc(C3CC3)nn2-c2ccc3c(c2)OCCO3)C1 (stereo not given) | i
Cc1ccc(-c2nnc(-c3nc(Nc4ccc(F)cc4)c4ccccc4n3)o2)cc1 | i
CCc1cn[nH]c1C1CCN(C(=O)c2nnc3nc(C)ccn23)CC1 | i
Cc1ccnc(CC(C)N(C)C(=O)CCc2ccc(F)c(F)c2)c1 (stereo not given) | i
O=C(CCC(=O)N1CCc2cc(S(=O)(=O)N3CCCCCC3)ccc21)N1CCOCC1 | i
COc1ccc(OCC(=O)NC2CC(=O)N(c3cccc(OC)c3)C2)cc1 (stereo not given) | i
CCOC(=O)CCc1c(C)nc2nc(CNc3cc(Cl)ccc3OC)[nH]n2c1=O | i
COc1cccc(C(=O)N[C@H]2CN[C@H](C(=O)N[C@@H](C)C3CCCCC3)C2)c1 | i
O=c1c(Nc2cccc(F)c2)c(-c2ccc3c(c2)CCCC3)c1=O | i
Cc1ccc(SCCN(C)C(=O)CC2CCOCC2)cc1 | i
CCO[C@H]1COC[C@@H]1NC1CCC2(CCNCC2)CC1 | i
CC1(C(=O)NC2CCCCC2)Cc2ccccc2C(=O)N1CCN1CCOCC1 (stereo not given) | i
COc1ccccc1NC(=O)Nc1nc(CC(=O)Nc2ccc(Br)cc2C)cs1 | i
FC(F)(F)c1nc(-c2cc(NCc3ccncc3)nc3[nH]ccc23)n[nH]1 | i
Cc1nn(C)c(C)c1CCC(=O)N(C)Cc1nc2ccc(Cl)cc2[nH]1 | i
COc1ccccc1CNC(=O)CN(C)Cc1ncc(C)[nH]1 | i
O=C(Nc1cccc(N2CCCS2(=O)=O)c1)c1cccc(C(F)(F)F)c1 | i
O=C(Nc1nc2n(n1)C(c1ccccc1Cl)C=C(c1ccccc1)N2)c1ccc(Cl)cc1 (stereo not given) | i
COc1ccc(Cl)cc1NS(=O)(=O)c1cc(N2C(=O)CCS2(=O)=O)ccc1C | i
O=C(NC1CCOCC1)C1CCCN(C2CCN(Cc3ccccc3)CC2)C1 (stereo not given) | i
C=C(C)COc1cccc(C(=O)N(CCO)C2(C)CCS(=O)(=O)C2)c1 (stereo not given) | i
CCCc1nc(C)cc(N(C)CC2CC(=O)N(C(C)(C)C)C2)n1 (stereo not given) | i
CCC(C(=O)Nc1cc(Cl)ccc1OCc1cc(=O)n2oc(C)cc2n1)c1ccccc1 (stereo not given) | i
COC(=O)c1cc(OC)cc(C(=O)Nc2cnc3n2CCCC3)c1 | i
Cc1cn(CCNC(=O)Cc2c(C)[nH]c3c(C)ccc(C)c23)nn1 | i
Cc1ccc(-c2ccc(C(=O)NCCCc3ccccn3)cn2)c(-n2cccn2)c1 | i
Cc1cc2cccc(C(=O)N3[C@H]4CCNC[C@@H]3CC4)c2o1 | i
Cn1nc(-c2ccccc2)c(-c2ccccc2)c(C(=O)Nc2ccc(S(N)(=O)=O)cc2)c1=O | i
CCOc1ccc(NS(=O)(=O)c2ccc3c(c2)CCN3C(=O)CCC(=O)N2CCOCC2)cc1 | i
O[C@@H]1CN(c2ncnc3nc[nH]c23)CC[C@H]1c1ccc2c(c1)OCO2 | i

Marked active in FECH inh (from the list above):
SMILES | FECH inh
COCCn1c(CNS(=O)(=O)c2ccc(CC(C)C)cc2)nc2cccnc21 | +

Next part:
SMILES | FECH inh
O=C(CN1CCCN(Cc2cccc(F)c2)S1(=O)=O)Nc1ccc(Br)cc1 | i
COc1ccccc1C(C)N(C)C(=O)c1cccc(F)c1OC (stereo not given) | i
COc1cc(C2CC(=O)Nc3cc4[nH]ncc4cc32)cc2c1OCO2 (stereo not given) | i
CCn1nc(C)c(C(=O)NCc2csc(-c3cnccn3)n2)c1C | i
O=S(=O)(c1ccc(Cl)cc1)N1CCC(n2c(-c3ccccc3)nc3cccnc32)CC1 | i
CCCC(Nc1cc(C)nc(-c2cccnc2)n1)c1nccn1C (stereo not given) | i
CCn1cnnc1CCNC(=O)c1cccc2ccnn12 | i
COc1cccc(CN2CC(=O)N(Cc3ccccc3)c3ccccc3S2(=O)=O)c1 | i
CC(C)n1cnnc1CN(C)c1cc(N2CCOCC2)nc(N)n1 | i
Cc1nc2ccc(CC(=O)N3CCC4(CC3)CNC(=O)C4)cc2[nH]1 | i
Cc1ccc(-c2nc(CSc3nc(-c4ccccc4)cc(=O)[nH]3)c(C)o2)cc1 | i
CCCN(CCC)c1ncc(NS(=O)(=O)c2ccc(C(C)=O)cc2)cc1C(=O)O | i
CNc1ccccc1C(=O)NCC1CCN(Cc2cnc(C)nc2)C1 (stereo not given) | i
Cc1ccc(-n2c(=O)n(Cc3ccccc3)c3c(C(N)=O)nc(-c4cccc(Cl)c4)nc32)cc1C | i
Cc1nnc(SCCCNC(=O)c2nn(C)c3c2CCCC3)s1 | i
CC(c1ccccn1)N(C)C(=O)Cn1c(=O)oc2ccccc21 (stereo not given) | i
